# Eya2 inh = qHTS Assay for Inhibitors of the Phosphatase Activity of Eya2. Protein phosphatase EYA2 (Homo sapiens), O00167. hit rate 0.006% among 330,000. recombinant Eya2, OMFP fluorescence dephosphorylation (OMFP is methylfluorescein phosphate). Potency, µM (titrated, usually from 76.9 µM), for inactives: top-dose activity, negative = inhibition, hits mostly inhibitors. AID 488837, 2010; also: potency is read from the fitted curve at half-maximal effect; % is scaled to controls: 0 for no effect and ±100 for the full control effect
# Target sequence (O00167 whole entry, looked up): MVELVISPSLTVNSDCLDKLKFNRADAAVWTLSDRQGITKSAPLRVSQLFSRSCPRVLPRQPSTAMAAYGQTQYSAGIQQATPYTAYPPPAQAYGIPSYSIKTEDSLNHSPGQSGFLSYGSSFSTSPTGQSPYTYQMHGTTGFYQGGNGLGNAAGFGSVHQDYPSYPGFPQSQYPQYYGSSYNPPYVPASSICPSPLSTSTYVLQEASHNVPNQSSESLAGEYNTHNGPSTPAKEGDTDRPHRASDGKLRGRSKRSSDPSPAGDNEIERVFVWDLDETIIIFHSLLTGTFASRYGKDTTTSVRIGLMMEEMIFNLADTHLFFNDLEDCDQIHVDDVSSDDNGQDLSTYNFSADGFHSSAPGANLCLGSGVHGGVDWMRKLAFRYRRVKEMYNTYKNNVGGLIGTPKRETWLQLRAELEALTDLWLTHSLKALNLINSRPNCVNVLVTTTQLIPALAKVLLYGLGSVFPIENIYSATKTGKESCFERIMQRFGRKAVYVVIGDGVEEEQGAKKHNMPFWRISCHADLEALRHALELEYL
#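 Eya2 protein (added as 0.2 uM solution) was preincubated with compound for 10 min at ambient temperature in 50 mM HEPES pH 7.5, 50 mM NaCl, 5 uM MgCl2, 0.05% BSA, 1 mM DTT. OMFP (added at 50 uM) then reacted 10 min; fluorescence read at 485/525 nm.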
# PTAP TSG101 blk = qHTS Assay for Iinhibitors of HIV-1 Budding by Blocking the Interaction of PTAP/TSG101. Potency, µM (top dose mostly 115 µM), for the others: at the top dose activity change, negative = inhibition, usual class: inhibitors. 340,000 tested, under 10 active. Fluorescence polarization, FITC-PTAP peptide / Tsg101 binding; active = well fitted inhibition curve with a large enough effect in the main read-out, with a control signal flat, not every such curve was filed as active; inconclusive = small, poorly fitted or top-dose-only effect, or effect the other way, or a change in a side signal; inactive = no such curve, though single readings can be large or run the other way; also: potency is read from the fitted curve at half-maximal effect; % of control where 0% means no effect
#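 Compounds were pin-transferred onto Tsg101 binding domain (10 uM final) in HEPES pH 7.5 buffer, then FITC-PTAP peptide was added at 50 nM final. After 20 min at RT, polarization reported peptide displacement across a qHTS concentration series.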
# ELG1 DNA repair = qHTS screen for small molecules that inhibit ELG1-dependent DNA repair in human embryonic kidney (HEK293T) cells expressing luciferase-tagged ELG1; HEK293T ELG1-luciferase reporter, luminescence, 16 h; DNA damage induced by 5-fluorouridine; Potency, µM (series often up to 46.1 µM), for the others: at the top dose activity change, negative = inhibition, hits mostly inhibitors; hit rate 2.3% among 330,000; also: potency is read from the fitted curve at half-maximal effect; % is scaled to controls: 0 for no effect and ±100 for the full control effect; nearly all actives have a fitted effect of over 55% in size
#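 Cells (2,000 per well) received 5-fluorouridine plus test compound or DMSO and were incubated 16 hr at 37 °C, 5% CO2. Luciferase activity was read by luminescence 30 min after ONE-Glo addition; signal suppression marked inhibition of damage-induced ELG1 function.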
# Tb PFK inh = qHTS Assay to Find Inhibitors of T. brucei phosphofructokinase; Potency, µM (series often up to 57.5 µM), without a hit: top-dose activity, negative = inhibition, usual class: inhibitors; T. brucei PFK, ADP-Glo luminescence; hit rate 0.17% among 330,000; ATP-dependent 6-phosphofructokinase (Trypanosoma brucei brucei), O15648;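 also: potency is read from the fitted curve at half-maximal effect; 0% = uninhibited 1x PFK enzyme wells and -100% = no-enzyme wells; nearly all actives have a fitted effect of over 60% in size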
# Target sequence (O15648 whole entry, looked up): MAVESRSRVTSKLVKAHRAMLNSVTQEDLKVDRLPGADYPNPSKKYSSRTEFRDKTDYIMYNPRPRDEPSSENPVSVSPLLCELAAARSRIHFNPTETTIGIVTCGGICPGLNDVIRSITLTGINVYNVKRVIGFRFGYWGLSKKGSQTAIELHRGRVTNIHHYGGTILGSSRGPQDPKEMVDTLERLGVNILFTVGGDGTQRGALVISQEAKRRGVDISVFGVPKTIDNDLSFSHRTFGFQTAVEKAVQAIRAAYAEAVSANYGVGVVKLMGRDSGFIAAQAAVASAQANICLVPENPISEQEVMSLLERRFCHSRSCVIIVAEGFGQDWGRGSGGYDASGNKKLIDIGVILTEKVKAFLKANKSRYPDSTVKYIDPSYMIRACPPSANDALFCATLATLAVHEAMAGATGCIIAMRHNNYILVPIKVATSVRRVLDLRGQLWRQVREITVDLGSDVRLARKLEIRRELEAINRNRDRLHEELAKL
#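 ADP-Glo luminescence quantified ADP after 45 min at room temperature, with 1.25 nM T. brucei PFK, 0.1 mM ATP and 0.5 mM fructose-6-phosphate in pH 8.0 TEA buffer. qHTS titrations up to 57 µM; curves classified by quality.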
# Mito fusion act = qHTS Assay for Small Molecule Inhibitors of Mitochondrial Division or Activators of Mitochondrial Fusion. AID 485298, 2010. Potency, µM (doses to about 46.1 µM), without a hit: at the highest dose growth rescue (activation), most hits filed as activators. S. cerevisiae fusion-defective mutant growth rescue, CellTiterGlo 48 h. hit rate 0.23% among 320,000;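 also: potency is read from the fitted curve at half-maximal effect; % of control where 0% means no effect; nearly all actives have a fitted effect of over 45% in size; temperature-sensitive fusion mutants such as fzo1-1 at 37 °C on non-fermentable ethanol glycerol medium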
#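 Yeast fusion mutant, YPEG (non-fermentable carbon), compound, 48 h at 37C non-permissive; CellTiterGlo added, 10 min RT, luminescence read. Rescued growth = division inhibition.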
# uPA generation = qHTS for Inhibitors of Cell Surface uPA Generation | Potency, µM (highest dose often 38.3 µM), for the others: at the top dose activity change, negative = inhibition, usual class: inhibitors | cell surface uPA generation assay, qHTS | AID 540303, 2011 | hit rate 0.31% among 330,000; active = well fitted inhibition curve with a large enough effect; inconclusive = small, poorly fitted or top-dose-only effect; inactive = no such curve, though single readings can be large or run the other way; tested in mouse RAW 264.7 cells; also: potency is read from the fitted curve at half-maximal effect; % is scaled to controls: 0 for no effect and ±100 for the full control effect; nearly all actives have a fitted effect of over 55% in size
# TCR act = Activators of T cell receptors: qHTS campaign; 330,000 tested, under 10 active; Potency, µM (top dose mostly 9.22 µM), for inactives: at the top dose activation of IL-2 secretion, most hits filed as activators; primary human leukocytes, anti-CD3, IL-2 HTRF, 48 h; also: % of control where 0% means no effect
#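 Primary human leukocytes were stimulated with a-CD3 beads plus compounds for 48 hr without co-stimulation; secreted IL-2 was quantified by HTRF using a-IL-2-K (europium cryptate) and a-IL-2-d2, excited at 320nm with acceptor emission read at 665nm.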
# TSHR antag = Antagonists of the Thyroid Stimulating Hormone Receptor: HTS campaign; Thyrotropin receptor (Homo sapiens), P16473; TSHR-expressing cells, TSH-stimulated cAMP HTRF, 2 h; hits give low values; activity change, negative = inhibition, % at 11.5 µM; hit rate 0.2% among 330,000;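 active = activity change below a set negative limit, meaning inhibition stronger than a set level, cut at about -70% in these data; inconclusive = activity change between two set negative limits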; also: % is scaled to controls: 0 for no effect and ±100 for the full control effect
#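 Competitive HTRF cAMP read-out (cryptate anti-cAMP antibody, cAMP-d2; 30 min, room temperature) in freshly harvested TSHR cells. Compounds added before TSH at EC80 (4nM final), followed by 2 hours' incubation at 37 deg C.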
# USP2a inh = qHTS Assay for Inhibitors of Ubiquitin-specific Protease USP2a Using CHOP2 as the Reporter; Ubiquitin carboxyl-terminal hydrolase 2 (Homo sapiens), O75604; USP2 core, Ub-CHOP2 coupled fluorogenic reporter, 485/531; Potency, µM (highest dose often 38.3 µM), without a hit: at the top dose activity change, negative = inhibition, actives largely listed as inhibitors; hit rate 0.01% among 330,000; AID 463254, 2010;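 also: potency is read from the fitted curve at half-maximal effect; plate controls were DMSO wells for no effect and full inhibition by NEM control for full effect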
#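 USP2 core (10nM final) preincubated 30min RT with compound in 20mM Tris-HCl pH 8.0, 2mM CaCl2, 2mM beta-mercaptoethanol, 0.05% CHAPS; 25nM Ub-CHOP2 plus 25nM reporter substrate added, fluorescence (Ex485/Em531) read after 60min.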
# B2AR arrestin = qHTS assay of beta-arrestin-biased ligands of beta2-adrenergic receptor; hit rate 0.02% among 330,000; AID 492947, 2010; Beta-2 adrenergic receptor (Homo sapiens), P07550; Potency, µM (series often up to 46.1 µM), inactives show at the highest dose activation, most hits filed as activators; beta-arrestin recruitment to beta2AR, cell-based reporter;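 also: potency is read from the fitted curve at half-maximal effect; 0% = DMSO controls and full agonism = EC100 isoproterenol or metaproterenol; nearly all actives have a fitted effect of over 65% in size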
# BCR signal inh = qHTS Assay to Find Inhibitors of Chronic Active B-Cell Receptor Signaling | ABC-DLBCL IkBa-CBG/CBR reporter, luminescence ratio, 4 h | hit rate 0.05% among 340,000 | Potency, µM (highest dose often 46.1 µM), without a hit: at the highest dose ratio change, negative = lower green/red ratio, usual class: inhibitors; active = well fitted inhibition curve with a large enough effect in the signal ratio, with a control signal flat, not every such curve was filed as active; inconclusive = small, poorly fitted or top-dose-only effect, or effect the other way, or a change in a side signal; the % refers to the signal ratio;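 also: potency is read from the fitted curve at half-maximal effect; plate controls were basal doxycycline-induced cells for no effect and cells given 10 µM MG132 for full effect; MG132 reads +100%, hits lower the ratio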
#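 TMD8 ABC-DLBCL cells carrying doxycycline-inducible green luciferase fused to IkappaBalpha plus unfused red luciferase were exposed to compounds (up to 46 uM) for 4 hrs at 37C. Activity came from the overlap-corrected green/red luminescence ratio.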
# An asterisk follows results filed as active; ? = inconclusive; . = not tested or not shown; [ ] = dose if it differs, or a comment. Unless noted, calls follow the shape of the dose curve; as a rule, active = well fitted curve in the direction sought with a large enough effect; inconclusive = small, poorly fitted or top-dose-only effect, or another doubt; inactive = no such curve, though single readings can be large; an effect the other way counts as inactive or inconclusive.
# Start of the data: the first 2 compounds (preview)
smiles	Eya2 inh	ELG1 DNA repair	TCR act	Mito fusion act	USP2a inh	TSHR antag	Tb PFK inh	BCR signal inh	B2AR arrestin	PTAP TSG101 blk	uPA generation
O=C(Nc1ncccn1)C1c2ccccc2Oc2ccccc21	-3%	-1%	5%[46.1 µM]	3%	0%	22	7%	0%	0.2%	0%	5%
CCOc1ccc(OCCC(=O)NNC(=O)c2cc(OC)c(OC)c(OC)c2)cc1	-27%	?	-4%	-3%	1%	29	-3%	-1%	-0.4%	-2%	0%

# All compounds of this part (from the top)
smiles	Eya2 inh	ELG1 DNA repair	TCR act	Mito fusion act	USP2a inh	TSHR antag	Tb PFK inh	BCR signal inh	B2AR arrestin	PTAP TSG101 blk	uPA generation
O=C(Nc1ncccn1)C1c2ccccc2Oc2ccccc21	-3%	-1%	5%[46.1 µM]	3%	0%	22	7%	0%	0.2%	0%	5%
CCOc1ccc(OCCC(=O)NNC(=O)c2cc(OC)c(OC)c(OC)c2)cc1	-27%	?	-4%	-3%	1%	29	-3%	-1%	-0.4%	-2%	0%
COc1cc(NC(=S)Nc2cccnc2)cc(OC)c1	0%	7%	5%[46.1 µM]	3%	-1%	14	0%	3%	-0.2%	1%	3%
COC(=O)c1c(C(=O)OC)c(-c2ccc(F)cc2)n2c1CSC2	2%	1%	6%	19%	1%	13	2%	1%	0.6%	-8%	-15%
COC(=O)[C@@H]1CCCN1Cc1nc(Cc2ccccc2F)no1	5%	1%	-2%	10%	0%	10	-6%	-7%	-0.1%	-3%	5%
CCCCNS(=O)(=O)c1ccc2nc(SCC(=O)Nc3cccc(F)c3)[nH]c2c1	0%	-26%	3%[46.1 µM]	-6%	1%	-2	2%	4%	0.0%	-4%	2%
Cc1cc(NC(=O)C(C)SCC(=O)Nc2ccccc2N2CCCC2)no1 (configuration not stated)	14%	-4%	-2%	0%	0%	22	0%	1%	-1.3%	-3%	14%
CCN(CC)CCN(CC(=O)Nc1c(C)cc(C)cc1C)C(=O)c1ccccc1	7%	10%	6%	0%	-1%	6	2%	-1%	-0.9%	-8%	7%
O=Cc1cn(CC(=O)Nc2ccccc2)c2ccccc12	-15%	-19%	-1%	1%	0%	-6	3%	-2%	-0.5%	0%	9%
O=C(CN1C(=O)NC2(CCCC2)C1=O)N1CCCSC1=Nc1ccccc1	11%	11%	-2%	-3%	1%	0	-1%	1%	-1.6%	-5%	6%
COc1ccc(NC(=O)C2(c3ccc(NC(=O)c4ccc(OC)cc4)cc3)CCCC2)cc1	-4%	21%	0%[46.1 µM]	-3%	-1%	0	-1%	-5%	-0.2%	-1%	6%
CC1Cc2ccccc2N1C(=S)NC1CCCC1 (configuration not stated)	?	10%	-4%	-1%	3%	-2	2%	-6%	-1.3%	-2%	1%
CCNc1ccc(C(=O)OCC(=O)NC(=O)NCC(C)C)cc1[N+](=O)[O-]	5%	-16%	-5%	0%	-1%	30	-3%	0%	-0.4%	-1%	-3%
CCC(CO)Oc1cc(NCc2ccccc2O)c2ncn(C(C)C)c2c1 (configuration not stated)	0%	2.3µM*	1%	.	2%	-7	1%	?	0.3%	-3%	10%
CN(C)C(=O)CCc1ccc2c3c([nH]c2c1)[C@]1(C)[C@@H](C(=O)N2CCCCC2)C[C@H](CC(=O)NCCC2=CCCCC2)C(=O)N1CC3	2%	1%	1%[46.1 µM]	.	1%	-7	0%	-3%	-0.3%	-1%	18%
Cn1c(-c2ccc(F)cc2)cnc1NCc1ccccc1F	7%	?	-4%	-6%	4%	-8	1%	?	0.2%	0%	-26%
N#CC1=C(N)C(C#N)(C#N)[C@H](c2ccsc2)[C@H]2COCC=C12	-4%	4%	.	-7%	9%	4	-4%	-12%	0.4%	-11%	.
CN(/N=C/c1ccc(Cl)cc1)c1ncc(Cl)cc1C(F)(F)F	8%	0%	-2%	1%	1%	-5	2%	?	0.3%	1%	1%
CCOc1ccccc1OCCCC(=O)Nc1sccc1C(N)=O	-14%	-53%	-1%[46.1 µM]	4%	11%	10	2%	?	-0.2%	-5%	-5%
Cc1ccc(CC2CC(=O)N(CCc3ccc4c(c3)OCO4)C2=O)cc1 (configuration not stated)	9%	?	-4%	2%	-2%	-23	3%	-2%	2.6%	-5%	5%
CCOC(=O)c1ccc(NC(=O)c2ccccc2N(C)S(=O)(=O)c2ccccc2)cc1	-6%	?	0%[46.1 µM]	20%	0%	-38	9%	-7%	-0.5%	-4%	-2%
CCOc1ccc(C(=O)CN2CCN(S(=O)(=O)c3ccc(Cl)cc3)CC2)cc1	-5%	6%	3%	0%	0%	-5	-6%	0%	0.3%	-3%	-6%
COc1ccc(OCC(=O)NS(=O)(=O)c2ccccc2)cc1	-3%	-2%	-3%	1%	1%	2	-1%	1%	-1.0%	-4%	4%
CCCOc1ccc(/C=C/C(=O)O)cc1OC	-3%	0%	0%	-2%	-5%	7	3%	-1%	0.0%	1%	-8%
O=C(c1ccccc1C(=O)N1CCN(c2ccccc2F)CC1)N1CCN(c2ccccc2F)CC1	-14%	?	1%	7%	3%	-6	0%	3%	-0.1%	1%	-4%
COC(=O)c1sc(NC(=O)C2c3ccccc3Oc3ccccc32)c(C(=O)OC)c1C	-4%	-23%	-4%[46.1 µM]	11%	1%	-7	-4%	-2%	-0.4%	-1%	-4%
CCOC(=O)c1c(NC(=O)C2CCCN(S(=O)(=O)c3ccccc3)C2)sc2c1CCCC2 (configuration not stated)	-15%	-15%	-8%[46.1 µM]	3%	-8%	-22	0%	0%	-0.6%	0%	-1%
Cc1ccc(C)c(N2CCN(C(=O)Cn3c(=O)oc4cc(S(=O)(=O)N5CCCC5)ccc43)CC2)c1	0%	?	-2%	6%	4%	11	0%	3%	-1.1%	-5%	0%
C=CCn1c(CNC(=O)c2ccco2)nnc1SCC(=O)c1ccc(OC)cc1	-14%	-12%	-6%	4%	9%	-4	2%	-4%	0.4%	-1%	3%
CCc1cc(=O)oc2cc(C)cc(OCC(=O)NCCc3c[nH]c4ccccc34)c12	-1%	5.8µM*	-1%	0%	-1%	-15	0%	?	0.6%	-1%	-10%
CSc1nc(C)nc(C2CC2)c1C#N	9%	14%	0%	-1%	2%	?	2%	0%	-0.1%	-1%	5%
Cc1cccc(C)c1NC(=O)COC(=O)c1ccc(N2CCCC2)c([N+](=O)[O-])c1	7%	1%	3%[46.1 µM]	1%	-1%	10	1%	0%	-0.1%	2%	3%
CN(C)C(=O)CCCc1nc(-c2ccc(Cl)cc2)no1	8%	?	0%	8%	-11%	-9	-2%	7%	0.2%	-1%	.
N#Cc1c(NC(=O)CN2CCCCC2)sc2c1CCC2	6%	0%	-3%	4%	2%	-6	1%	-3%	-0.9%	1%	7%
COc1ccccc1-n1c(Cc2cccs2)n[nH]c1=S	1%	29%	-2%	1%	0%	1	-8%	-7%	-0.2%	0%	6%

# Assay outcomes from PubChem BioAssay.

# Hits appear at their usual frequency; overall some 3% were active at least once.
